Furin inh: inhibitors of human furin. purified furin, fluorogenic substrate cleavage. inhibition, % at 30 µM. 220,000 compounds, 0.061% hits; in the data active = inhibition above about 25%; note: inactives centre near -15
PPC-1+TRAIL kill: compounds killing PPC-1 cancer cells with TRAIL present (potentiator screen, no TRAIL-free arm); PPC-1 cells + TRAIL, ATPLite viability luminescence; cell killing (% activity), % at 4 µM; 220,000 compounds, 0.41% hits; AID 1443;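 active = cell killing above 50% in the first pass at 4 µM, then a duplicate retest at 5 µM averaging 50% or more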;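 note: plate controls were cells with TRAIL plus DMSO for no effect and medium-only wells lacking cells for full effect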
TRPML3 ag: human mucolipin-3 channel agonism; AID 1448; HEK293 TRPML3-YFP, Fluo-8 calcium fluorescence; 100% = the carbachol control signal; activation, % at 3 µM; 220,000 compounds, 0.29% hits; Q8TDD5;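 active = activation above its plate's cutoff, the mean activation of the plate's test wells plus 3 SD, cut at about 12% in these data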;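 note: 0% = DMSO only wells and 100% = carbachol wells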
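Test system: HEK293 cells stably carrying human TRPML3-YFP; Doses: single dose, 3 µM final nominal compound, 0.3% DMSO final; Schedule: dye loading 1 h 37 °C then 30 min ambient, 125 s read; Technique: Fluo-8 calcium fluorescence; Benchmarks: high control carbachol 87 µM, low control DMSO.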
TbHK1 inh: T. brucei hexokinase 1 inhibition; 220,000 compounds, 0.11% hits; recombinant TbHK1, G6PDH-coupled NADH A340; AID 1430; inhibition, % at 10 µM;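 active = inhibition of 50% or more in the single-dose primary screen; inactive = inhibition below 50%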
Thrombin inh: thrombin (human) inhibition. P00734. alpha-thrombin, Boc-VPR-AMC fluorogenic substrate cleavage. inhibition, % at 5 µM. 220,000 compounds, 0.26% hits. AID 1046;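 active = inhibition at or above 40%; inactive = inhibition below 40%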;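 note: 0% = enzyme with no compound and 100% = wells without enzyme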
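System – human alpha-thrombin protein · Reagent – Boc-VPR-AMC substrate, 15 µM final · Compound – 5 µM single dose in 0.2% DMSO · Schedule – reaction at room temperature · Technique – AMC fluorescence at 355 nm excitation and 460 nm emission · Read-out basis – % inhibition relative to enzyme controls and enzyme-free blanks · Control set – no-compound enzyme wells and no-enzyme blanks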
Cl transport mod: modulators of human KCC2 chloride dependent transport; Q9H2X9; KCC2 cells, thallium flux FluoZin-2 fluorescence; B-score of Tl+ flux slope (higher = more flux/activation; lower = inhibition) at 10 µM; 190,000 compounds, 2.2% hits; AID 1456;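 active = thallium flux slope and its plate-corrected score both differing from the plate sample mean at a set confidence after two filtering rounds, in either direction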;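 note: slope of fluorescence scaled to starting intensity during 10 to 20 s after thallium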
Target sequence (Q9H2X9 whole entry, looked up): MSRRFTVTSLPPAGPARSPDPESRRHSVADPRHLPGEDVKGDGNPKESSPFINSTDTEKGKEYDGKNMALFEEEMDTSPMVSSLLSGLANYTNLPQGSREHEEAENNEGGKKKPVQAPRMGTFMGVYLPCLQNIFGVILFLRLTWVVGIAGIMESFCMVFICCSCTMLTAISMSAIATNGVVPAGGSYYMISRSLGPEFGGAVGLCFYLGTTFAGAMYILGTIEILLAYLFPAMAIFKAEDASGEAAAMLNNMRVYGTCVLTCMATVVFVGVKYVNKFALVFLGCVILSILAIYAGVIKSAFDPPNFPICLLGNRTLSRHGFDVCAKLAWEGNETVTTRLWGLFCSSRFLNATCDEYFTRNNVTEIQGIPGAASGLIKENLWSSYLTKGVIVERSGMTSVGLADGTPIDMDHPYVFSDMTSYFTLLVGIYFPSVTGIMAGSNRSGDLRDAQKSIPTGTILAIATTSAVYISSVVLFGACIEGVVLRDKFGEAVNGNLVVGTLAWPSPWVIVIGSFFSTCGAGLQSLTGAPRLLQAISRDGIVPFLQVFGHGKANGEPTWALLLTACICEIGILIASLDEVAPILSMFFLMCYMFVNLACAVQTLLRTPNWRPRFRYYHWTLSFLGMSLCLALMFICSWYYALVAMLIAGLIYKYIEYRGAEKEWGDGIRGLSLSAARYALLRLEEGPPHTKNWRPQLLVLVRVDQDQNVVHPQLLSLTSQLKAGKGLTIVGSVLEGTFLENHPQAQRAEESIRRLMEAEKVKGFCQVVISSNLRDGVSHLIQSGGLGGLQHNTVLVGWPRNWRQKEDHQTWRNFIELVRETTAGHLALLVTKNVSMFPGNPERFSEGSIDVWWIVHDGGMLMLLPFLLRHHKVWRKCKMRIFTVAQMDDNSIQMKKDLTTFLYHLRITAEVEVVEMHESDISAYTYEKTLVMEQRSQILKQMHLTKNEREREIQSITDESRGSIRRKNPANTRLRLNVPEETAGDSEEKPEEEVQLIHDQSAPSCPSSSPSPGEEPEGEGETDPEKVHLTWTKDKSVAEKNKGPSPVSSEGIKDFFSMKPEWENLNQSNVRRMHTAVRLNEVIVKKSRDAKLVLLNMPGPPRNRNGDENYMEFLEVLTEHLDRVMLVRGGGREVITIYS
EBV gp42 block: inhibitors of Epstein-Barr virus glycoprotein 42; Fluorescence polarization binding assay, mP read-out; inhibition, % (tested at 21.74 µM); 220,000 compounds, 0.42% hits; AID 1085; in the data active = inhibition above about 50%
m-calpain inh: blocks pig calpain II enzyme activity. purified calpain II, fluorogenic peptide substrate, 30 min. inhibition, % at 16 µM. 220,000 compounds, 0.37% hits;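 active = inhibition above about 50%, limit read from the data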
TRPN1 ag: zebrafish TRPN1 (NompC) channel agonism. HEK293 zebrafish TRPN1-YFP, Fluo-8 calcium fluorescence; 100% = response to 87 µM carbachol. activation, % at 3 µM. 220,000 compounds, 0.18% hits;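 active = activation above its plate's cutoff, the mean activation of test wells on that plate plus 3 SD, cut at about 19% in these data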;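 note: 0% = DMSO alone and 100% = 87 µM carbachol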
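Material – zebrafish TRPN1-YFP in HEK293 cells · Doses – 3 µM single point · Schedule – dye 1 h 37 °C plus 30 min RT · Signal – Fluo-8 calcium fluorescence, excitation 470-495 nm, emission 515-575 nm · Read-out – % activation versus carbachol response · Control set – carbachol high, DMSO low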
The depositor's hits bear a star; [ ] = another dose, or the depositor's remark.

How did CN(C)c1ccc(/C=C2/C(=O)NC(=O)N(CCc3ccc(F)cc3)C2=O)cc1 do in these assays?
Furin inh: -1; PPC-1+TRAIL kill: 20; TRPML3 ag: 1.5; TbHK1 inh: -8; Thrombin inh: -3; Cl transport mod: 0.4; EBV gp42 block: 20; m-calpain inh: 22; TRPN1 ag: 2.1

How did CC1(C)OC1COc1c2occc2cc2ccc(=O)oc12 (stereo not given) do in these assays?
Furin inh: -20; PPC-1+TRAIL kill: 13; TRPML3 ag: 0.1; TbHK1 inh: -13; Thrombin inh: -2; Cl transport mod: 0.62; EBV gp42 block: -14; m-calpain inh: -15; TRPN1 ag: 0.3

Results for Cn1cccc1/C=C1/C(=O)NC(=O)N(C(C)(C)C)C1=O ?
Furin inh: -3; PPC-1+TRAIL kill: 4; TRPML3 ag: 0.6; TbHK1 inh: -6; Thrombin inh: -3; Cl transport mod: 0.47; EBV gp42 block: -15; m-calpain inh: 11; TRPN1 ag: 1.5

Results for COc1ccccc1Sc1ccccc1CC(C)N (stereo not given) ?
Furin inh: -24; PPC-1+TRAIL kill: 16; TRPML3 ag: 0.5; TbHK1 inh: 8; Thrombin inh: -4; Cl transport mod: 0.28; EBV gp42 block: -10; m-calpain inh: -2; TRPN1 ag: 0.2

Results for CCCCn1c(O)c(C(C)=Nc2c(C)n(C)n(-c3ccccc3)c2=O)c(=O)[nH]c1=O ?
Furin inh: -14; PPC-1+TRAIL kill: -26; TRPML3 ag: 0.6; TbHK1 inh: -26; Thrombin inh: -1; Cl transport mod: -1.5; EBV gp42 block: -16; m-calpain inh: -1; TRPN1 ag: -0.1

Results for Cc1cc(C=C2C(=O)N(C)C(=O)N(C)C2=O)c(C)n1-c1ccccc1 ?
Furin inh: -10; PPC-1+TRAIL kill: -17; TRPML3 ag: 0.5; TbHK1 inh: -4; Thrombin inh: -1; Cl transport mod: -0.023; EBV gp42 block: 5; m-calpain inh: -97; TRPN1 ag: 0.5

Results for Cc1cc(Oc2ccc(C(F)(F)F)cc2[N+](=O)[O-])c2c3c(c(=O)oc2c1)CCC3 ?
Furin inh: -2; PPC-1+TRAIL kill: 11; TRPML3 ag: 0.8; TbHK1 inh: -8; Thrombin inh: -2; Cl transport mod: 0.8; EBV gp42 block: 7; m-calpain inh: -7; TRPN1 ag: -0.1

What do the screens show for `CCC(=O)N1CC(=O)Nc2ccc(F)cc2C1c1ccccc1` (stereo not given)?
Furin inh: -29; PPC-1+TRAIL kill: 24; TRPML3 ag: -0.5; TbHK1 inh: -4; Thrombin inh: -7; EBV gp42 block: -12; m-calpain inh: -12; TRPN1 ag: -0.3

How did COC(=O)c1c(C)n(Cc2ccc3c(c2)OCO3)c2ccc(O)cc12 do in these assays?
Furin inh: -27[20 µM]; PPC-1+TRAIL kill: -4; TRPML3 ag: 0.5; TbHK1 inh: -2; Thrombin inh: 1; Cl transport mod: 0.12; EBV gp42 block: -9; m-calpain inh: -11; TRPN1 ag: 0.4

Results for O=C(N/N=C1/CN2CCC1CC2)c1cccc(O)c1 ?
Furin inh: -1[20 µM]; PPC-1+TRAIL kill: 11; TRPML3 ag: 1.0; TbHK1 inh: -1; Thrombin inh: 1; Cl transport mod: -0.071; EBV gp42 block: -24; m-calpain inh: -9; TRPN1 ag: 0.7

What do the screens show for `COCCCN1Cc2ccccc2C1=N`?
Furin inh: -9[20 µM]; PPC-1+TRAIL kill: 19; TRPML3 ag: 0.6; TbHK1 inh: 3; Thrombin inh: 20; Cl transport mod: -0.016; EBV gp42 block: 10; m-calpain inh: 6; TRPN1 ag: 0.8

Results for CCC(C)N1C(=O)/C(=C\c2ccc(N3CCCCCC3)cc2)C(=O)NC1=S (stereo not given) ?
Furin inh: 1; PPC-1+TRAIL kill: 6; TRPML3 ag: 0.2; TbHK1 inh: 4; Thrombin inh: -13; Cl transport mod: 0.19; EBV gp42 block: -9; m-calpain inh: 6; TRPN1 ag: 0.2

What do the screens show for `CC(=O)OC1C2CCC1C(N1CCCC1)CC2` (stereo not given)?
Furin inh: -26[20 µM]; PPC-1+TRAIL kill: 2; TRPML3 ag: 0.6; TbHK1 inh: 11; Thrombin inh: -3; Cl transport mod: 1.1; EBV gp42 block: -5; m-calpain inh: 32; TRPN1 ag: -0.2

Results for CCN(CC)c1ccc(N=Cc2c(O)n(-c3ccccc3C)c(=O)[nH]c2=O)cc1 ?
Furin inh: -17[20 µM]; PPC-1+TRAIL kill: 0; TRPML3 ag: 0.4; TbHK1 inh: -15; Thrombin inh: -16; EBV gp42 block: -61; m-calpain inh: 6; TRPN1 ag: -0.4

How did CC1C(c2cccs2)=[N+]([O-])C(C)(C(=O)c2ccc(Cl)cc2)N1O (stereo not given) do in these assays?
Furin inh: -14[20 µM]; TRPML3 ag: -0.6; TbHK1 inh: -12; TRPN1 ag: -0.6

What do the screens show for `CN(C)CC1Oc2ccccc2OC1(O)c1ccccc1` (stereo not given)?
Furin inh: -23; PPC-1+TRAIL kill: 7; TRPML3 ag: 5.6; TbHK1 inh: 0; Thrombin inh: -9; Cl transport mod: -0.24; EBV gp42 block: -12; m-calpain inh: -18; TRPN1 ag: 2.5

Results for Cc1cc(OC(=O)c2ccco2)c2c3c(c(=O)oc2c1)CCC3 ?
Furin inh: -30; PPC-1+TRAIL kill: 8; TRPML3 ag: 0.1; TbHK1 inh: 6; Thrombin inh: 2; Cl transport mod: -0.99; EBV gp42 block: -3; m-calpain inh: -151; TRPN1 ag: 0.6

How did O=c1[nH]c(O)c(C=Nc2ccccc2[N+](=O)[O-])c(=O)[nH]1 do in these assays?
Furin inh: -1; PPC-1+TRAIL kill: 10; TRPML3 ag: 0.4; TbHK1 inh: 0; Thrombin inh: -2; Cl transport mod: 0.54; EBV gp42 block: -16; m-calpain inh: 40; TRPN1 ag: 1.0

How did CCOc1ccc(CC2C(=O)NC(=O)N(c3ccc(CC)cc3)C2=O)cc1 (stereo not given) do in these assays?
Furin inh: -3[20 µM]; PPC-1+TRAIL kill: 10; TRPML3 ag: 1.5; TbHK1 inh: -3; Thrombin inh: 1; EBV gp42 block: -17; m-calpain inh: 8; TRPN1 ag: 3.0

Results for COc1cc(NC(=O)CN2C3CCC2CC(O)(c2cccnc2)C3)cc(OC)c1 (stereo not given) ?
Furin inh: -20[20 µM]; PPC-1+TRAIL kill: 15; TRPML3 ag: 1.4; TbHK1 inh: 2; Thrombin inh: -5; Cl transport mod: 1; EBV gp42 block: -25; m-calpain inh: -17; TRPN1 ag: 2.4

Ordered by length of the SMILES (falling): some entries from above
Results for CCC(C)N1C(=O)/C(=C\c2ccc(N3CCCCCC3)cc2)C(=O)NC1=S (stereo not given) ?
Furin inh: 1; PPC-1+TRAIL kill: 6; TRPML3 ag: 0.2; TbHK1 inh: 4; Thrombin inh: -13; Cl transport mod: 0.19; EBV gp42 block: -9; m-calpain inh: 6; TRPN1 ag: 0.2

How did CCOc1ccc(CC2C(=O)NC(=O)N(c3ccc(CC)cc3)C2=O)cc1 (stereo not given) do in these assays?
Furin inh: -3[20 µM]; PPC-1+TRAIL kill: 10; TRPML3 ag: 1.5; TbHK1 inh: -3; Thrombin inh: 1; EBV gp42 block: -17; m-calpain inh: 8; TRPN1 ag: 3.0

What do the screens show for `CN(C)CC1Oc2ccccc2OC1(O)c1ccccc1` (stereo not given)?
Furin inh: -23; PPC-1+TRAIL kill: 7; TRPML3 ag: 5.6; TbHK1 inh: 0; Thrombin inh: -9; Cl transport mod: -0.24; EBV gp42 block: -12; m-calpain inh: -18; TRPN1 ag: 2.5

(next part)
What do the screens show for `COc1ccc(-n2c(C)nc3cc(C(=O)N4CCC5(CC4)OCCO5)ccc32)cc1`?
Furin inh: -19; PPC-1+TRAIL kill: 2; TRPML3 ag: 0.3; TbHK1 inh: 1; Thrombin inh: -20; Cl transport mod: -0.61; EBV gp42 block: 6; m-calpain inh: -38; TRPN1 ag: 1.3

Results for O=C(Cn1cnc2ccccc2c1=O)NCC(=O)N1CCC2(CC1)OCCO2 ?
Furin inh: -11[20 µM]; PPC-1+TRAIL kill: -1; TRPML3 ag: 1.3; TbHK1 inh: -1; Thrombin inh: -7; Cl transport mod: 0.1; EBV gp42 block: -16; m-calpain inh: -14; TRPN1 ag: 1.2

How did Cc1cc(C=C2C(=O)N(C)C(=S)N(C)C2=O)c(C)n1-c1ccncc1 do in these assays?
Furin inh: -2; PPC-1+TRAIL kill: 14; TRPML3 ag: 1.8; TbHK1 inh: -26; Thrombin inh: -3; Cl transport mod: -0.37; EBV gp42 block: -14; m-calpain inh: -16; TRPN1 ag: 1.6

How did O=C(CCN1CCCCC1)NCC(=O)Nc1ccc(Br)cc1C(=O)c1ccccc1 do in these assays?
Furin inh: -15[20 µM]; PPC-1+TRAIL kill: 17; TRPML3 ag: 0.4; TbHK1 inh: 0; Thrombin inh: 2; Cl transport mod: 0.063; EBV gp42 block: -14; m-calpain inh: -3; TRPN1 ag: -0.7

How did CC(Cc1ccccc1)NC(N)=O (stereo not given) do in these assays?
Furin inh: -7; PPC-1+TRAIL kill: 6; TRPML3 ag: 1.4; TbHK1 inh: -9; Thrombin inh: -2; Cl transport mod: 2.3; EBV gp42 block: -11; m-calpain inh: -6; TRPN1 ag: 1.7

Results for CN(C)C(=O)Oc1ccc(-c2cn3cc(Cl)ccc3n2)cc1 ?
Furin inh: 0; PPC-1+TRAIL kill: 54*; TRPML3 ag: -0.1; TbHK1 inh: -11; Thrombin inh: 27; Cl transport mod: -0.67; EBV gp42 block: -3; m-calpain inh: 0; TRPN1 ag: -1.6

What do the screens show for `CCN(CC)c1ccc([N+](=O)[O-])c2cccnc12`?
Furin inh: -26; PPC-1+TRAIL kill: 18; TRPML3 ag: -0.2; TbHK1 inh: -2; Thrombin inh: -6; Cl transport mod: -2.7; EBV gp42 block: -8; m-calpain inh: 22; TRPN1 ag: -2.6

How did CN(C)c1cc(N)c2c(n1)CCC2 (tested in a mixture with another compound) do in these assays?
Furin inh: -10[20 µM]; PPC-1+TRAIL kill: -21; TRPML3 ag: 0.2; TbHK1 inh: 0; Thrombin inh: -1; Cl transport mod: 1.1; EBV gp42 block: -19; m-calpain inh: -108; TRPN1 ag: 0.5

Results for NC(=S)/N=C/c1c(O)[nH]c(=O)[nH]c1=O ?
Furin inh: -13; PPC-1+TRAIL kill: 8; TRPML3 ag: 0.1; TbHK1 inh: 2; Thrombin inh: -3; EBV gp42 block: -23; m-calpain inh: 0; TRPN1 ag: -0.3

What do the screens show for `CC(=O)CC(C)(C)n1c[n+](C)nn1`?
Furin inh: -11; PPC-1+TRAIL kill: 20; TRPML3 ag: 0.3; TbHK1 inh: -2; Thrombin inh: 1; Cl transport mod: -0.034; EBV gp42 block: -21; m-calpain inh: -9; TRPN1 ag: -0.2

Results for O=C1NC(=O)C(=Cc2ccc(N3CCOCC3)o2)C(=O)N1 ?
Furin inh: 11; PPC-1+TRAIL kill: 29; TRPML3 ag: 3.2; TbHK1 inh: 2; Thrombin inh: -9; Cl transport mod: 0.069; EBV gp42 block: -229; m-calpain inh: -5; TRPN1 ag: 1.5

Screening results as filed in PubChem.

A portion of the library. The share of hits here may be higher or lower than overall.
